Screening results as filed in PubChem.
CHRM1 antagonist: blocks human M1 muscarinic receptor; hit rate 1.3% among 360,000; AID 588852; CHO-K1 hM1, Fluo-8 calcium fluorescence, ACh EC80 antagonist; inhibition, % at 3 µM; P11229;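 active = percent inhibition above its own plate's cutoff, namely the mean of that plate's compound wells plus 3 SD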;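 note: peak over basal fluorescence ratio during 140 s after agonist addition; 0% = ACh EC80 plus DMSO and 100% = DMSO alone without agonist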
OXTR potentiator: potentiates the human oxytocin receptor response; activation, % at 3 µM; P30559; CHO-OTR cells, Fluo-8 calcium fluorescence, potentiator mode; 0% = oxytocin EC15, 100% = EC100; hit rate 0.061% among 320,000;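 active = activation above that plate's cutoff, the mean activation of tested compounds plus 3 SD, cut at about 6.6% in these data, passing the limit was not always enough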;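 note: 100% uses oxytocin at 75 nM as the full agonist control; some results filed as inactive read as strong as hits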
Target sequence (P30559 whole entry, looked up): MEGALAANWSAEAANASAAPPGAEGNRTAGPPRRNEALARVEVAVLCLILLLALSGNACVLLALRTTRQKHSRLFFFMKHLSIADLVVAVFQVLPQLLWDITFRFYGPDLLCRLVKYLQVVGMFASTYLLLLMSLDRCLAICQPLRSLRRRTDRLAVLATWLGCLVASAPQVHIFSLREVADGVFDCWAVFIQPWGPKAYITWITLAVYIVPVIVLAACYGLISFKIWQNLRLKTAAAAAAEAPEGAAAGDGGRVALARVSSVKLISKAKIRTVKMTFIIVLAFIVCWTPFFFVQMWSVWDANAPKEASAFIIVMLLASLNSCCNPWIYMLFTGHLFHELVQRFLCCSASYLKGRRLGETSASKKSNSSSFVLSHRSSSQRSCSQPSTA
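System: human OTR in CHO cells / Also added: sub-maximal oxytocin, roughly EC15 / Control set: EC15 oxytocin low, 75 nM oxytocin high / Schedule: 6 min compound pre-incubation at room temperature, 100 s kinetic read / Compound: single-point 3.0 µM / Replication: singlicate / Technique: Fluo-8 calcium dye fluorescence / Read-out basis: % activation of max/min ratio relative to oxytocin controls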
CHRM1 PAM: human CHRM1 positive allosteric modulation. CHO-K1 hM1, Fluo-8 calcium fluorescence, ACh EC20; 0% = ACh EC20, 100% = maximal ACh. activation, % at 3 µM. hit rate 0.088% among 360,000. AID 588819; in the data active = activation above about 19%, passing the limit was not always enough
M1 ag: human M1 muscarinic receptor agonism; CHO-K1 hM1, Fluo-8 calcium fluorescence, agonist mode; 0% DMSO, 100% acetylcholine EC100; P11229; activation, % at 3 µM; hit rate 0.33% among 360,000;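 active = activation above the run's mean compound activation plus 3 SD, cut at about 16% in these data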;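 note: peak over basal fluorescence ratio within a 140 s kinetic read after compound addition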
V1aR counter: activates human V1a receptor in oxytocin agonist counter-screen; P37288; CHO-V1R cells, Fluo-8 calcium fluorescence, agonist mode; 0% DMSO, 100% 3 nM vasopressin; hit rate 0.25% among 320,000; activation, % at 3 µM;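 active = activation above the mean activation of all tested compounds plus 3 SD, per screening run, cut at about 20% in these data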;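 note: signal is peak over basal fluorescence ratio across a 100 second FLIPR read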
Target sequence (P37288 whole entry, looked up): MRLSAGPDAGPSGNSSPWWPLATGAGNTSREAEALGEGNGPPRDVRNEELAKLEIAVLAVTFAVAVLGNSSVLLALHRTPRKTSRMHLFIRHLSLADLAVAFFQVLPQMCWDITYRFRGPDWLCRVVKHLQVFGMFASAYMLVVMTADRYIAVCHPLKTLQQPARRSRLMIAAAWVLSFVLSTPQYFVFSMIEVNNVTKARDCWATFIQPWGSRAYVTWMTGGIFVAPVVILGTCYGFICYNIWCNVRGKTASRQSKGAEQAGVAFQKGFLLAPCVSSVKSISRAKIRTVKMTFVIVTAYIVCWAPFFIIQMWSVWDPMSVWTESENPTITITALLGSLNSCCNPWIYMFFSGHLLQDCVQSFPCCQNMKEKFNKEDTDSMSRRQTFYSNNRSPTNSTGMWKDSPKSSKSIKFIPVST
TAAR1 agonist: agonists of human TAAR1. Q96RJ0. CHO RD-HGA16 TAAR1, Fluo-8 calcium fluorescence; vehicle wells 0%, saturating PEA agonist 100%. activation, % at 3 µM. hit rate 0.99% among 360,000. AID 624467;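 active = activation above the mean activation of all test compounds in the run plus 3 SD, cut at about 38% in these data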
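Assay system – CHO-derived RD-HGA16 cells with stable Gα16 and human TAAR1 · Compound dosing – one-point dosing at 3 µM (nominal) · Incubation – 17-24 h seeding, 75 min 37 °C dye, 30 min RT · Measured by – kinetic Fluo-8 calcium fluorescence · Control set – DMSO vehicle as 0%, PEA at EC100 as 100% · Repeats – single well for each compound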
CHO parental Ca: signal in parental CHO cells, OX1R antagonist counter-screen. parental CHO-K1, ATP-induced calcium, Fluo-8 fluorescence. inhibition, % at 5.6 µM. hit rate 0.63% among 330,000. AID 463079;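 active = inhibition above that plate's mean sample inhibition plus 3 SD, cut at about 26% in these data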;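 note: 0% = ATP-challenged DMSO wells and 100% = DMSO wells without ATP; some compounds past the cut are filed as inactive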
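test system = CHO parental line | reagent = ATP stimulus | measured by = intracellular calcium via Fluo-8 no-wash fluorescent dye | control set = ATP and no-ATP DMSO wells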
OXTR ag: human OXTR agonism. P30559. CHO-OTR cells, Fluo-8 calcium fluorescence; normalized: DMSO 0%, oxytocin 100%. activation, % at 3 µM. hit rate 0.32% among 320,000. AID 2435;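 active = activation above the mean of all tested compounds plus 3 SD, cutoff set per screening run, cut at about 20% in these data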;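 note: peak over basal fluorescence ratio from a 100 s FLIPR kinetic read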
TAAR1 antagonist: human TAAR1 antagonism | hit rate 1.5% among 360,000 | AID 624466 | inhibition, % at 3 µM | CHO RD-HGA16 TAAR1, Fluo-8 calcium fluorescence, antagonist;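 active = inhibition above a per-plate cutoff, the mean inhibition of test compounds on that plate plus 3 SD, cut at about 49% in these data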;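 note: 0% = DMSO plus EC80 beta-PEA response and 100% = DMSO alone without agonist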
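Test system: RD-HGA16 CHO cells with stable hTAAR1 and Gα16 / Probe or stimulus: EC80 β-phenethylamine stimulus / Times: seeding 17-24 h prior, 75-min 37 °C, 30-min RT dye loading / Detection: Fluo-8 calcium-sensitive fluorescence / Read-out basis: % inhibition scaled between DMSO and EC80 PEA controls / Repeats: singlicate, one well per test compound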
* marks the source's active call; other numbers are inactive results; nt = not tested or not shown.

canonical_smiles	CHRM1 antagonist	OXTR potentiator	CHRM1 PAM	M1 ag	V1aR counter	TAAR1 agonist	CHO parental Ca	OXTR ag	TAAR1 antagonist
COc1cc(/C=N\NC(=O)c2ccc(Cn3nc([N+](=O)[O-])c(Cl)c3C)o2)ccc1O	13	-14	-8	-2	6.7	12	-1	5.7	49*
O=C1CC(=C2c3ccccc3-c3ccccc32)C(=O)N1CCN1CCN(c2cccc(Cl)c2)CC1	0	0	1	0	-1.4	2	-8	-0.3	1
COC(=O)C(Cc1ccc(O)cc1)NC(=O)C12CC3CC(CC(C3)C1)C2 (configuration not stated)	1	-4	3	-2	0.3	4	18	1.1	6
CCOc1ccc2oc(C(=O)Nc3cc(C)ccn3)c(C)c2c1	-11	-7	4	-2	-0.8	-1	-26	-1.8	-14
CCN(CC)C(=O)CSC1c2ccccc2C(=O)N1c1ccccc1 (configuration not stated)	-6	-4	4	-5	-0.3	nt	-15	-0.2	nt
COc1ccc(/C=N/NC(=O)c2cc(-c3ccc4c(c3)OCO4)n[nH]2)cc1OC	2	-9	-1	-6	-0.3	15	-5	0.7	43
S=c1[nH]nc(COc2ccccc2)n1/N=C/c1ccncc1	2	2	11	0	0.6	4	3	-0.1	1
CCOc1cc(NC(=S)NCCCN2CCOCC2)c(OCC)cc1NC(=O)c1cccc(F)c1	-7	-16	5	-4	0.7	1	-16	-0.3	-13
CCOc1ccc(NC(=O)CN(C)C(=O)c2cc(S(=O)(=O)N3CCCCC3)ccc2C)cc1OCC	-10	-4	9	-8	0.0	1	-24	-0.4	-8
O=C(NCc1cccnc1)c1ccc(COc2ccc(Cl)cc2)cc1	13	-18	-6	-8	10.0	16	4	11	-1
Cc1cc(=O)oc2cc(O[C@@H]3O[C@H](CO)[C@H](O)[C@H](O)[C@H]3O)ccc12	-17	-2	11	-2	-0.2	2	1	0.3	-5
Cc1ccc2c(c1)N(C(=O)CCC(=O)Nc1ccccc1Br)CC(C)O2 (configuration not stated)	-16	-7	13	-3	-1.3	-2	-21	-1.1	-19
O=C(CN(CC1CCCO1)C(=O)c1nsc(Cl)c1Cl)NC1CCCC1 (configuration not stated)	-1	0	3	-5	-0.6	2	-7	-0.7	14
CCCCn1c(N)c(N(CC(C)C)C(=O)c2ccc(-c3ccc(C(C)=O)cc3)o2)c(=O)[nH]c1=O	-6	-6	8	-1	-0.9	2	-25	-1.8	0
CNC(=O)CCCc1nc(-c2ccccc2Cl)no1	-7	3	7	-1	1.0	12	-6	4.2	-16
CN1CCN(CC(=O)c2cc(C(C)(C)C)c(O)c(C(C)(C)C)c2)CC1	-10	-7	7	-5	-0.2	1	-18	0.2	-33
CCN(C(=O)COC(=O)/C(C#N)=C/c1ccc(N(C)C)cc1)C1CCS(=O)(=O)C1 (configuration not stated)	-7	-5	1	-3	1.0	3	-1	1.6	-15
C(=N\N1CCN(Cc2ccccc2)CC1)/c1ccc(-c2ccccc2)cc1	6	-4	8	-1	0.8	3	-6	0.0	-23
COc1ccc(CCNS(=O)(=O)c2csc(C(N)=O)c2)cc1OC	-8	-5	8	-4	-0.5	2	-5	0.2	-27
Cc1cc(-c2sccc2C)nc(-n2cccc2)n1	-10	-3	9	-2	0.0	1	-19	-0.6	2
Cc1ccc(S(=O)(=O)N(C)C[C@H]2Oc3cc(Br)ccc3S(=O)(=O)N([C@H](C)CO)C[C@H]2C)cc1	-1	nt	-4	-2	nt	8	nt	nt	9
Cc1cc(C)c(C#N)c(SCSCc2ccccc2)n1	8	-1	1	-5	-1.1	3	-13	0.4	1
COc1ccc(S(=O)(=O)Nc2cc(C(=O)NCCCN3CCOCC3)ccc2N2CCOCC2)cc1	-4	-2	6	-13	0.3	0	-6	0.4	4
O=C(Cn1c(CCCO)nc2ccccc21)Nc1ccccc1-c1ccccc1	-2	-4	8	-2	0.5	6	-19	1.7	1
Cc1ccc(S(=O)(=O)/N=C2\CN(C)C(=O)N2C)cc1	-13	-1	11	-5	-0.5	2	-1	-0.9	4
O=C(Nc1nc2cc3c(cc2s1)OCO3)C1=COCCO1	-13	-1	1	3	8.4	3	-2	2.3	-3
CSc1ccc(/C=C/C(=O)OCC(=O)NC2CC2)cc1	-2	-2	4	-2	3.4	6	-18	4.0	11
CCc1ccccc1NC(=O)C1CCN(c2cnccn2)CC1	-7	-5	10	-5	1.1	6	7	0.9	-9
O=[N+]([O-])c1ccc(CSCc2ccc([N+](=O)[O-])cc2)cc1	-20	nt	17	0	nt	6	nt	nt	11
O=C1CN(Cc2ccccc2)CC(=O)N1	-1	nt	6	-4	nt	0	nt	nt	-7
CC(CNC(=O)CCS(=O)(=O)c1cc2c(cc1Cl)NC(=O)CO2)c1ccccc1 (configuration not stated)	-4	-2	1	-2	-0.8	16	-21	-0.4	-26
N=C(N)SCc1ccccn1	-2	-4	-6	30*	-0.2	9	-8	1.6	4
CCOC(=O)Nc1cc2c(cc1[N+](=O)[O-])-c1ccccc1C2=O	5	nt	-2	0	nt	0	nt	nt	-10
CCN(CC)CCNC(=O)c1ccc(NC(=O)CC(NC(=O)c2ccccc2Cl)c2ccccc2)cc1 (configuration not stated)	10	-3	-3	-7	0.7	1	-15	-0.4	-4
C=CCn1c(SCc2ccc(F)cc2)nc2c1c(=O)[nH]c(=O)n2C	-11	-9	8	-10	-1.8	-3	-14	-0.5	-3
COc1cc(/C=C(\C#N)c2nc3ccc(C)cc3[nH]2)cc([N+](=O)[O-])c1O	-1	nt	-1	-3	nt	7	nt	nt	5
O=C(Nc1ccc(N2CCCCC2)cc1)c1cccnc1	-19	-13	11	-3	2.0	0	12	0.1	-19
Cc1cccc(CN2CCN(CC(C)C)C(CCO)C2)n1 (configuration not stated)	-20	-5	11	-4	0.7	-1	-17	0.5	-2
O=C(NCCCCCCNC(=O)c1ccncc1)c1ccncc1	-7	-2	5	-2	0.3	1	1	0.0	-1
COc1ccc(/C(O)=C2\C(=O)C(=O)N(CCN(C)C)C2c2cccc(OC)c2OC)cc1Cl (configuration not stated)	-15	-10	10	-2	1.1	8	-5	0.7	3
O=S(=O)(c1ccccc1)N1CCCc2ccccc21	nt	-4	nt	nt	-1.4	nt	3	-1.6	nt
O=C1C2CCCN2C(c2cccs2)N1c1ccc(F)cc1 (configuration not stated)	-3	-3	3	-11	0.0	1	-8	0.1	12
Cc1cc(C(=O)NC2CCCCC2)on1	-5	0	3	-2	0.9	-4	-2	0.1	8
Cn1c2ccc(F)cc2c2ncn(Cc3ccco3)c(=O)c21	13	0	-4	-7	-1.0	4	-13	-1.3	-10
Cc1ccc(NC(=O)C2CCCN(S(=O)(=O)c3c(C)noc3C)C2)c(Br)c1 (configuration not stated)	-11	-9	18	7	1.2	-2	-17	0.5	-1
Cc1cccc(Nc2nnc(SC(C)C(=O)NC3CC3)s2)c1 (configuration not stated)	-13	-5	12	-3	0.8	1	-16	0.0	-6
C=CCn1c(COc2ccccc2F)nnc1SCC(=O)N1CC(=O)Nc2ccccc21	6	1	-4	-5	-0.3	5	-14	0.0	4
O=C1OCCC1=COCCCCCOC=C1CCOC1=O	4	nt	-3	-3	nt	0	nt	nt	-2
Cc1sc2ncnc(OCC(=O)NC(C)C(C)C)c2c1C (configuration not stated)	-8	7	6	-5	1.7	0	-18	-0.1	0
Cc1ccc(CS(=O)Cc2ccc(C(=O)NCc3ccccc3Br)o2)cc1 (configuration not stated)	-13	-5	6	-5	4.0	1	-26	0.2	-28
COc1ccc2c(c1)C(C)(CCN)C(=O)N2C (configuration not stated)	-2	-5	-1	-4	0.7	3	-7	-0.2	9
CCCCCCN1CC(=O)N2[C@@H](Cc3c([nH]c4ccccc34)C2(C)C)C1=O	3	-20	-3	-6	2.7	6	-21	0.2	35
O=C(NC(=S)Nc1ccc2[nH]c(=O)[nH]c2c1)c1cccc(F)c1	-11	-2	12	-2	-0.2	4	3	0.6	-10
COc1ccc(N(C(=O)CSCC(=O)Nc2cc(C)on2)C(C(=O)NC2CCCCC2)c2ccc(O)c(O)c2)cc1 (configuration not stated)	-13	-6	6	-7	-1.3	2	-23	-3.2	-11
COc1ccc(CCNC(=O)C(=O)Nc2ccc3c(c2)OCCO3)cc1OC	2	-2	7	-2	-0.7	5	-16	0.8	1
CC(C)CC(C(=O)NC(C)(C)C)N(CC1CCCO1)C(=O)c1snc(C(N)=O)c1N (configuration not stated)	1	1	0	-2	0.2	11	-11	-0.9	-25
CCOC(=O)C1=CN(Cc2ccco2)S(=O)(=O)N(C)C1c1ccccc1 (configuration not stated)	-6	nt	4	-9	nt	-1	-14	nt	-6
Cc1ccc(S(=O)(=O)Nc2ccc(Cl)cc2C(=O)c2ccc(F)cc2)cc1	9	-9	-1	-8	0.5	-1	-25	-3.3	-3
CCN1CCN(c2nc3c(c(=O)n(C)c(=O)n3C)n2CCSc2ncccn2)CC1	6	-10	2	-5	-0.1	1	-15	-0.6	-7
CCCCCN(C(=O)CCC(=O)OCC(=O)Nc1ccc(C)cc1F)c1c(N)n(CCCC)c(=O)[nH]c1=O	-7	-5	9	-2	-0.3	-1	-16	-0.8	-4

Profiles from above:
COc1ccc(CCNC(=O)C(=O)Nc2ccc3c(c2)OCCO3)cc1OC is listed with CHRM1 antagonist: 2; OXTR potentiator: -2; CHRM1 PAM: 7; M1 ag: -2; V1aR counter: -0.7; TAAR1 agonist: 5; CHO parental Ca: -16; OXTR ag: 0.8; TAAR1 antagonist: 1
Cc1cc(C(=O)NC2CCCCC2)on1 is listed with CHRM1 antagonist: -5; OXTR potentiator: 0; CHRM1 PAM: 3; M1 ag: -2; V1aR counter: 0.9; TAAR1 agonist: -4; CHO parental Ca: -2; OXTR ag: 0.1; TAAR1 antagonist: 8

Continuation:
canonical_smiles	CHRM1 antagonist	OXTR potentiator	CHRM1 PAM	M1 ag	V1aR counter	TAAR1 agonist	CHO parental Ca	OXTR ag	TAAR1 antagonist
CCCc1cc(-n2ccnc2)n2c(nc3ccccc32)c1C#N	-32	-6	8	0	4.5	22	-7	3.9	28
O=C(NC(=S)NC1CCC(O)CC1)c1ccco1 (configuration not stated)	4	-1	13	0	0.3	4	-3	0.7	-11
COC(=O)c1ccc(NC(=O)CN(c2ccc(C)cc2)S(=O)(=O)c2c(C)n[nH]c2C)cc1	-8	-21	-4	0	8.5	16	-20	5.5	25
Cc1cccc(N(C(=O)Cn2nnc3ccccc32)C(C(=O)NCc2ccco2)c2ccncc2)c1 (configuration not stated)	-38	-8	0	-4	-0.1	12	-16	0.5	-13
